NADH coupling: inhibitors of PK/LDH coupling enzymes, profiling panel, artefact control, biochemical, MLSMR library; coupled PK/LDH NADH assays, four targets; IC50, µM (top dose mostly 10 µM), for the others: top-dose inhibition; 65,000 compounds, 0.02% hits; AID 774, 2007;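 active = single-dose screening hits from any of four coupled enzyme assays that gave an IC50 when retested across doses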;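 also: the DPM-DC format reads NADH fluorescence rather than 340 nm absorbance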
Abs 340nm: compound light absorbance at 340 nm, profiling panel, artefact control, biochemical, MLSMR library, data from PS, PMK, MK assays; fold change at 10 µM; compound absorbance at 340 nm, fold over control; 65,000 tested, under 10 active; AID 708, 2007;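 active = at 10 µM dose, initial 340 nm absorbance at least 2 fold that of control wells; inactive = change under 2 fold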;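 also: initial absorbance extrapolated from kinetic A340 decline of NADH oxidation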
Ecoli tolC: growth inhibitors of E. coli tolC mutant, primary screen, strain BW25113 ΔtolC::kan, 384-well; OD615; growth inhibition, % at 10 µM (by protocol); 65,000 compounds, 2.2% hits; AID 573, 2007;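 active = growth inhibition at or above a cutoff equal to the mean over every tested compound plus 3 SD, cut at about 60% in these data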;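 also: growth measured after 20 h incubation at 37 °C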
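Test system: tolC-deleted E. coli BW25113; medium: LB with kanamycin 50 µg/mL; compound: single-point testing at 10 µM; incubation: 20 h compound exposure of bacteria at 37 °C; signal: OD at 615 nm; evaluation: growth inhibition in percent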
PKA kinase inh: inhibitors of human PKA kinase activity, primary screen, biochemical, ATP-depletion luminescence, Kemptide substrate. 65,000 compounds, 0.1% hits. PKA Kemptide phosphorylation, Kinase-Glo ATP luminescence. inhibition, % at 6 µM. AID 524, 2006;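 active = inhibition above the screen-wide mean inhibition plus 3 SD, cut at about 21% in these data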; also: many of its hits are not listed in these tables
HEK293 NFkB inh: inhibitors of PMA/ionomycin-induced NF-kB reporter, primary screen, antigen receptor NF-kB inhibitor project, cell-based, HEK-293 luciferase reporter, luminescence; AID 465, 2006; 62,000 compounds, 0.21% hits; HEK-293 NF-kB luciferase reporter; inhibition, % at 3 µM;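 active = inhibition above the mean of all tested compounds plus 3 SD, cut at about 40% in these data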;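 also: 0% = stimulated DMSO wells and 100% = 10 µM reference inhibitor 5653914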
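System: NF-kB luciferase reporter HEK-293 cells | Replication: Single test | Control set: DMSO vs reference inhibitor | Evaluation: % inhibition | Schedule: 1 h pretreatment, 16 h stimulation, 37 °C | Probe or stimulus: PMA with ionomycin | Compound dosing: One dose, 3 µM | Detection: Luciferase luminescence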
JNK3 inh: JNK3 kinase activity inhibitors, primary screen, biochemical, human, purified enzyme. inhibition, % at 8 µM. HTS. 60,000 compounds, 0.61% hits; in the data active = inhibition above about 17%;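 also: 0% = DMSO and 100% = reference inhibitor; many of its hits are not listed in these tables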
Target sequence (P53779 whole entry, looked up): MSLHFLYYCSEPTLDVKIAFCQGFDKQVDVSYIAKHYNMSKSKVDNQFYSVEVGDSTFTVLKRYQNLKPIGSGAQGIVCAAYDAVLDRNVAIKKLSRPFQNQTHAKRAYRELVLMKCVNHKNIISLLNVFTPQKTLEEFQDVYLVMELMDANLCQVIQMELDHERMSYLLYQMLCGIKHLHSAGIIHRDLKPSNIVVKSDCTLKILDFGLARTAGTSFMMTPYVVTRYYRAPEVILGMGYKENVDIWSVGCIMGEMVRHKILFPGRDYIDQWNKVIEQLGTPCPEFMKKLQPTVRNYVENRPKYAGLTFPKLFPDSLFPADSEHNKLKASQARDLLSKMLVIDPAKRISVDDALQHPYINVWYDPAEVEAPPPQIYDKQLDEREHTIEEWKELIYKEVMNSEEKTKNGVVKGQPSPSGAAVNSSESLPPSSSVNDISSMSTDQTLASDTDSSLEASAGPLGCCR
MMP13 inh: human MMP13 inhibitors, primary screen, biochemical, FRET peptide cleavage | inhibition, % at 4 µM | Collagenase 3 (Homo sapiens), P45452 | AID 570, 2006 | MMP-13 fTHP FRET cleavage, Mca fluorescence | 65,000 compounds, 0.07% hits;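 active = inhibition above the mean of compound-free control plate wells plus 3 SD, cut at about 14% in these data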;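 also: 0% = DMSO wells and 100% = wells with reference MMP-13 inhibitor after basal subtraction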
ROCK2 inh: inhibitors of human ROCK2 kinase, primary screen, biochemical, high-throughput, luminescence; Rho-associated protein kinase 2 (Homo sapiens), O75116; purified ROCK2, Kinase-Glo ATP depletion luminescence; inhibition, % at 6 µM; 60,000 compounds, 0.35% hits;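 active = inhibition above the screen-wide mean inhibition plus 3 SD, cut at about 18% in these data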;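 also: plate controls were DMSO wells for no effect and Y-27632 control wells after no-enzyme background subtraction for full effect; many of its hits are not listed in these tables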
Fluor 339 460: intrinsic fluorescence of library compounds, ex339/em460 – biochemical, MLSMR library, data from DPM-DC assay, artefact control, profiling panel; compound autofluorescence, ex339/em460 nm, NADH buffer; active compounds read high; 1 = no-compound wells, NADH background; fluorescence fold increase at 10 µM; AID 709, 2007; 65,000 compounds, 5.5% hits;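 active = at 10 µM, mean starting fluorescence two-fold or more over control wells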;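 also: signal is the first read of a kinetic run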
* marks the source's active call; other numbers are inactive results; / = not tested or not shown; [ ] = dose if it differs, or a comment. Only part of the results is shown (hit frequency here may not be typical).

SMILES	NADH coupling	Abs 340nm	Ecoli tolC	PKA kinase inh	HEK293 NFkB inh	JNK3 inh	MMP13 inh	ROCK2 inh	Fluor 339 460
COc1cccc(-c2nn(-c3ccccc3)cc2C(=O)Nc2nccs2)c1	5%	1	56	4	8	8	-2	-2	1.1
COCN(C#N)c1nc(OC)nc(OC)n1	5%	1	-10	0	5	-5	0	4	1.1
Cc1cc(NC(=O)CSc2nc3ccsc3c(=O)n2CCCCC(=O)O)no1	5%	1	-7	12	3	/	3	/	1.1
COC(=O)c1[nH]c2c(c1C)C(=O)CC(c1ccc(C)cc1)C2 (stereo unspecified)	6%	1	-21	-1	0	/	2	/	1.1
Cc1ccc(-n2[nH]c(C)c(C=Nc3ccc(C)cn3)c2=O)cc1	4%	1.2	11	-15	-2	/	-2	/	1.1
O=C(c1ccccc1-c1nc(-c2ccccc2)no1)N1CCCC1	3%	1	18	8	-2	-6	4	3	1.1
COc1cc2[nH]c(=O)n(CCCCCC(=O)N3CCN(c4ccccc4)CC3)c(=O)c2cc1OC	5%	1	21	1	17	/	5	/	1.2
COc1ccc(N2CC(C(=O)Nc3ccc(F)cc3F)CC2=O)cc1 (stereo unspecified)	4%	0.98	-20	10	10	-1	-8	7	1
C=CCn1c(-c2ccccc2)nc2nc3ccccc3nc21	11%[fluoresces]	1.2	-4	-1	10	1	-113[fluorescence artefact?]	2	2.1*
COC(=O)C1CCN(C(=O)c2ccccc2NC(C)=O)CC1	5%	1	-16	9	3	-4	-3	9	1
c1ccc(OCc2nn3c(-c4ccncc4)nnc3s2)cc1	9%	1	-36	9	14	2	2	4	0.98
O=C(CSc1ncccn1)Nn1cnnc1	9%	1	-15	6	7	5	0	8	1.1
CCOC(=O)c1cc(-c2ccc(F)cc2)n(CC(=O)Nc2nccs2)c1C	4%	1	26	5	12	1	-6	6	1.1
O=C(CC1SC(N2CCCCC2)=NC1=O)Nc1cccc(C(=O)O)c1 (stereo unspecified)	8%	0.98	-19	-4	8	5	1	-1	1
CN1CCN(c2ccc(C(=O)c3ccc(F)cc3)cc2)CC1	3%	1.1	-15	6	-20	2	-1	6	1.1
CCN(CC)c1nc(SCC(=O)O)nc(N(CC)CC)n1	9%	1.1	16	8	12	-5	0	4	1.1
O=C(COC(=O)CCN1C(=O)c2ccccc2C1=O)Nc1ccc(S(=O)(=O)N2CCCC2)cc1	6%	1	-8	10	20	5	6	2	1.1
O=C(c1cccs1)N1CCN(Cc2cccnc2)CC1	1%	1	-4	9	8	0	6	4	1.1
CCN(CC)CCN1C(=O)C(=O)/C(=C(/O)c2c(C)[nH]c(C(=O)OC)c2C)C1c1ccccc1OC (stereo unspecified)	2%	1	-24	-13	12	2	8	-11	1
Cc1cccc(-n2nc3c(c2NC(=O)c2ccc(Br)o2)CSC3)c1C	7%	0.99	14	1	18	/	-1	/	1
CC(=O)N1CCN(c2ccc(Oc3nnnn3-c3ccccc3)cc2)CC1	6%	1	2	-5	16	4	2	-2	1
COC(=O)C1C(=O)c2c([nH]c(C(=O)OC3CCCC3C)c2C)CC1C (stereo unspecified)	9%	1	43	13	-34	1	1	3	1.1
COc1nc(NCc2ccc(Cl)cc2)nc(OC)n1	1%	1.1	17	2	5	5	4	-4	1.1
COCCOC(=O)C1=C(N)OC2=C(C(=O)CC(C)(C)C2)C1c1cccnc1 (stereo unspecified)	2%	0.98	-2	5	0	/	2	/	0.99
Cc1cc(C(=O)OCC(=O)Nc2ncc(C(F)(F)F)cc2Cl)c(C)o1	6%	1	6	0	7	-3	-3	-1	1.1

In another format: entries from further up
mol,NADH coupling,Abs 340nm,Ecoli tolC,PKA kinase inh,HEK293 NFkB inh,JNK3 inh,MMP13 inh,ROCK2 inh,Fluor 339 460
COc1cccc(-c2nn(-c3ccccc3)cc2C(=O)Nc2nccs2)c1,5%,1,56,4,8,8,-2,-2,1.1
COCN(C#N)c1nc(OC)nc(OC)n1,5%,1,-10,0,5,-5,0,4,1.1
Cc1cc(NC(=O)CSc2nc3ccsc3c(=O)n2CCCCC(=O)O)no1,5%,1,-7,12,3,/,3,/,1.1
COC(=O)c1[nH]c2c(c1C)C(=O)CC(c1ccc(C)cc1)C2 (stereo unspecified),6%,1,-21,-1,0,/,2,/,1.1
Cc1ccc(-n2[nH]c(C)c(C=Nc3ccc(C)cn3)c2=O)cc1,4%,1.2,11,-15,-2,/,-2,/,1.1
O=C(c1ccccc1-c1nc(-c2ccccc2)no1)N1CCCC1,3%,1,18,8,-2,-6,4,3,1.1
COc1cc2[nH]c(=O)n(CCCCCC(=O)N3CCN(c4ccccc4)CC3)c(=O)c2cc1OC,5%,1,21,1,17,/,5,/,1.2
COc1ccc(N2CC(C(=O)Nc3ccc(F)cc3F)CC2=O)cc1 (stereo unspecified),4%,0.98,-20,10,10,-1,-8,7,1
C=CCn1c(-c2ccccc2)nc2nc3ccccc3nc21,11%[fluoresces],1.2,-4,-1,10,1,-113[fluorescence artefact?],2,2.1*
COC(=O)C1CCN(C(=O)c2ccccc2NC(C)=O)CC1,5%,1,-16,9,3,-4,-3,9,1
c1ccc(OCc2nn3c(-c4ccncc4)nnc3s2)cc1,9%,1,-36,9,14,2,2,4,0.98
O=C(CSc1ncccn1)Nn1cnnc1,9%,1,-15,6,7,5,0,8,1.1
CCOC(=O)c1cc(-c2ccc(F)cc2)n(CC(=O)Nc2nccs2)c1C,4%,1,26,5,12,1,-6,6,1.1
O=C(CC1SC(N2CCCCC2)=NC1=O)Nc1cccc(C(=O)O)c1 (stereo unspecified),8%,0.98,-19,-4,8,5,1,-1,1
CN1CCN(c2ccc(C(=O)c3ccc(F)cc3)cc2)CC1,3%,1.1,-15,6,-20,2,-1,6,1.1
CCN(CC)c1nc(SCC(=O)O)nc(N(CC)CC)n1,9%,1.1,16,8,12,-5,0,4,1.1
O=C(COC(=O)CCN1C(=O)c2ccccc2C1=O)Nc1ccc(S(=O)(=O)N2CCCC2)cc1,6%,1,-8,10,20,5,6,2,1.1

A different layout for 2 compounds above.
Molecule: Cc1cc(C(=O)OCC(=O)Nc2ncc(C(F)(F)F)cc2Cl)c(C)o1
  NADH coupling = 6%
  Abs 340nm = 1
  Ecoli tolC = 6
  PKA kinase inh = 0
  HEK293 NFkB inh = 7
  JNK3 inh = -3
  MMP13 inh = -3
  ROCK2 inh = -1
  Fluor 339 460 = 1.1

Molecule: COc1cc2[nH]c(=O)n(CCCCCC(=O)N3CCN(c4ccccc4)CC3)c(=O)c2cc1OC
  NADH coupling = 5%
  Abs 340nm = 1
  Ecoli tolC = 21
  PKA kinase inh = 1
  HEK293 NFkB inh = 17
  JNK3 inh = /
  MMP13 inh = 5
  ROCK2 inh = /
  Fluor 339 460 = 1.2

Next section:
SMILES	NADH coupling	Abs 340nm	Ecoli tolC	PKA kinase inh	HEK293 NFkB inh	JNK3 inh	MMP13 inh	ROCK2 inh	Fluor 339 460
COC(=O)CCN(C(C)=O)c1ccc(N)cc1	6%	1	-18	-4	24	0	0	-6	1.1
CCn1c2ccccc2c2nnc(SCC(=O)N3CC(C)OC(C)C3)nc21 (stereo unspecified)	8%	1.1	-6	4	7	1	-3	0	1.1
COc1cccc(Nc2cc(C)nc3nc(C)nn23)c1	3%	1.1	-18	-4	21	9	-1	2	0.98
CCn1c(SCC(=O)N2CCOCC2)nc(O)cc1=O	6%	1	-17	8	-2	-2	4	6	1.1
c1ccn2c(SCc3ccc4c(c3)OCCO4)nnc2c1	2%	1	-4	5	-11	-2	-8	2	1.1
CNS(=O)(=O)c1cccc(C(=O)OCC(=O)Nc2ccccc2OC(F)F)c1	1%	1	-4	9	9	2	5	2	1.1
O=c1c(-c2ccc(Cl)cc2)[n+]([O-])c2ccccc2n1O	5%	1	3	4	/	-3	-1	5	1.1
CCCCc1ccc(NS(=O)(=O)N(C)C)cc1	1%	1	16	-3	-4	3	0	1	1.1
COc1ccccc1C(=O)Nc1ccccc1SC	5%	1	30	6	18	9	-3	6	1.1
O=P1(c2ccccc2)C=Cn2c1cc1c2CCCC1 (stereo unspecified)	8%	1	3	6	15	0	2	6	1.3
Cc1ccc(C(=O)CC2(O)C(=O)N(Cc3ccc4c(c3)OCO4)c3ccccc32)cc1 (stereo unspecified)	3%	0.99	31	3	18	0	-2	3	1.1
Cc1cccc(NC(=O)CS(=O)(=O)c2c[nH]c3ccccc23)c1C	1%	1.1	5	8	20	/	-2	/	1.1
COCCNC(=O)C(OC(=O)c1ccco1)c1ccccc1OC (stereo unspecified)	8%	0.99	10	0	14	4	1	1	1.1
Cc1ccc(NC(=O)CCC(=O)OCC(F)(F)C(F)F)cc1	2%	0.98	3	-3	8	-2	4	1	1
CC12CCC(C(=O)NCCN3CCCCC3)(CC1=O)C2(C)C (stereo unspecified)	7%	1	2	15	0	-7	6	10	1.1
Cc1nonc1NC(=O)Nc1cccnc1	5%	0.99	-13	3	13	4	-7	2	1.1
CCOC(=O)C(C)(C)C(=O)C(C)(C)C(O)c1ccccn1 (stereo unspecified)	1%	1	-15	4	-4	-5	4	9	1.1
Cc1cc(NC(=O)CSc2nc(-c3ccco3)cc(C(F)(F)F)n2)no1	5%	1.1	-12	9	26	-1	-1	10	1.3
CCn1c(SCC(=O)Nc2nc(C)cs2)nnc1-c1ccco1	2%	1.1	15	2	19	10	-1	5	1.1
Cn1c(SCC(=O)c2ccc(F)cc2)nc2cccnc21	4%	0.99	-8	7	5	4	2	6	1
CCOC(=O)CCCNC(=O)c1cncc(Br)c1	7%	1	-6	/	/	/	/	/	1.1
O=C(NCC(=O)N(c1cnc2ccccc2c1)C(C(=O)NC1CCCC1)c1ccncc1)c1ccco1 (stereo unspecified)	1%	0.98	-11	-1	8	-3	2	-3	1.1
COc1cc(C(=O)Nc2ccncc2)cc(OC)c1OC	6%	0.99	-9	11	8	-6	6	0	1.1
CN1CCN(C(=O)c2cc(Cl)ccc2Cl)CC1	4%	1.1	-6	-3	22	8	-5	0	1.1
CC(=O)n1nc(-c2ccco2)nc1N	7%	0.98	-7	6	6	4	4	3	1
CC1N=C2c3ccccc3N=C(SCc3cc(=O)n4cc(Cl)ccc4n3)N2C1=O (stereo unspecified)	4%	1.1	29	3	20	1	-7	-3	1.7
O=C(CC1NCCNC1=O)OCCCc1ccccc1 (stereo unspecified)	1%	1.1	-15	5	7	6	6	7	1.1
